# Screens (PubChem)
# T cell modulator = T cell immune modulation candidate | 2C CD8+ T cell-vesicle binding, flow cytometry; active compounds read low | calls only at 7 µM | 330,000 tested, 0.068% active | AID 2052;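 active = response, share of CD8 T cells binding vesicles, and their 90th percentile fluorescence all below set limits, cut at about 80% in these data, passing the limit was not always enough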
#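 Assay system – 2C mouse CD8+ T cells · Also added – QL9-loaded Drosophila micro-vesicles · Timing – Cell–vesicle co-incubation 1.5 h at 37 °C, staining 20 min on ice · Signal – flow cytometry of vesicle-bound cells · Measure – percent CD8+ FL2 mean versus row control · Controls – Peptide-free naked vesicles (low) and QL9 vesicles with 0.7% DMSO vehicle (high)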
# Lipid droplet = hepatic lipid droplet formation modulation; AID 1656; 240,000 tested, 0.4% active; AML12 mouse hepatocytes, oleate lipid droplets, BODIPY imaging; inhibition, % at 6.5 µM;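 active = lipid droplet intensity inhibited by at least 50%, with more than 500 cells counted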
#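 Assay system: AML12 hepatocytes (mouse); Probe or stimulus: oleic acid at 100 µM to induce lipid droplet formation; Dosing: compound at 6.5 µM only; Schedule: compound with oleate, overnight; Detection: fluorescence imaging, 20x objective, two fields per well; Measure: % inhibition of lipid droplet signal.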
# MT stabilize HCS = microtubule stabilizers in HeLa cells | 200,000 tested, 0.83% active | HeLa tubulin immunostaining HCS, 24 h; share of cells brighter than vehicle mean+2SD | % tubulin-high responders, % at 10 µM | AID 2205;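 active = plate Z-score above 3 for both tubulin-high and condensed-nucleus cell shares, with cell loss under 80%, at 10 µM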;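 note: anti alpha tubulin signal scored within the nucleus-defined area of each cell; some results filed as inactive read as strong as hits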
# Autophagy mod = modulators of autophagy. AID 463193. MEF GFP-LC3 puncta imaging; test concentration mostly 10 µM. calls only at 10 µM (by protocol). 190,000 tested, 0.98% active;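 active = percentage of spot-positive cells more than 3 SD above its plate mean, without a fluorescence outlier flag or 80% toxicity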;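 note: spot-positive cell cutoff set from DMSO-treated cells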
# b-catenin transl = alters nuclear translocation of beta-catenin in HeLa cells; immunofluorescence imaging; nuclear translocation activity, % at 5 µM; 190,000 tested, 0.3% active;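 active = nuclear translocation activity above 50% at 5 µM, with a well cell count of 50 or more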;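 note: per-cell ratio of nuclear to cytoplasmic median beta-catenin stain intensity; plate controls were DMSO negative control for no effect and GSK-3 inhibitor IX positive control for full effect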
#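 Test system: human HeLa cells, endogenous beta-catenin. Times: 24 h compound exposure, 37°C. Measured by: beta-catenin immunofluorescence imaging with DAPI.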
# Dynein cargo inh = dynein cargo transport inhibition. 3617.4 mouse cells, GR-EGFP nuclear translocation imaging; test concentration mostly 20 µM; stimulated with dexamethasone, 1 µM; active compounds read low. z-score, hits read low. 220,000 tested, 0.47% active. AID 1381;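 active = plate z-score of nuclear minus cytoplasmic receptor signal below a set negative limit, without overly bright fluorescence or cell loss, cut at about -3.5 in these data, passing the limit was not always enough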;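 note: z-score of nuclear minus cytoplasmic ring GR-EGFP intensity difference per well; some compounds called inactive have numbers as strong as hits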
#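 Also added – dexamethasone, 1.0 µM final · Buffer or medium – tet-free, stripped-serum medium · Schedule – induction 48 h, compound 1 h, agonist 30 min · Detection – formaldehyde fixation, Hoechst nuclear stain, 10x automated fluorescence imaging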
# ER stress rescue = rescue of cells from ER stress-induced death, primary screen, 384-well, CSM14.1, thapsigargin, ATP luminescence (AID 1222); CSM14.1 thapsigargin-induced death rescue, ATP luminescence; higher % means a stronger effect; one-dose cellular ATP content (survival), % at 20 µM; EC50 in µM for titrated hits; 190,000 tested, under 10 active;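 active = EC50 below 50 µM in the dose-response confirmation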;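 note: death triggered by thapsigargin at about 15 µM added after 2 h compound pretreatment; cell ATP read after overnight thapsigargin exposure of roughly 18 to 22 hours; normalized against plate controls of thapsigargin alone and 5% DMSO vehicle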
# PhoP inhibition = PhoP-dependent GFP reporter repression – Salmonella Typhimurium, primary screen (AID 1863) | S. Typhimurium PhoP-regulated promoter GFP reporter, 4 h; higher % means a stronger effect | one-dose inhibition, % at 50 µM; IC50 in µM for titrated hits | 300,000 tested, 0.16% active;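 active = inhibition over 29.93%, a cutoff 3 SD above the screen mean, later confirmed by dose response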;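 note: 0% = low Mg2+ inducing control and 100% = high Mg2+ repressing control; strong numbers were not always called active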
# Ins promoter up = MIN6 insulin promoter up-regulation; 190,000 tested, 0.3% active; MIN6 insulin promoter-GFP reporter, high-content imaging; active compounds read high; z-score at 5 µM; AID 1625;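 active = z-score above 3 at 5 µM with at least 500 cells counted in the well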
# Dynein cargo inh cytoplasmic EGFP = second read-out of Dynein cargo inh, no call of its own (marks repeat the call); z-score; measured here: cytoplasmic GR-EGFP intensity; active compounds read high
# Dynein cargo inh nuclear GR-EGFP = further read-out of Dynein cargo inh, marked with its call; z-score; measured here: nuclear GR-EGFP intensity;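 lower value marks the stronger effect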
# Dynein cargo inh cell count = recorded beside Dynein cargo inh, whose call it bears; z-score; measured here: cell count per field
# Ins promoter up cell count = second read-out of Ins promoter up, no call of its own (marks repeat the call); cell count; measured here: cytotoxicity, nuclei count;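 total cells summed across four imaged fields per well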
# Lipid droplet cells 6.5 µM = second read-out of Lipid droplet, no call of its own (marks repeat the call); cell count; measured here: cell count, cytotoxicity flag;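 cells counted across two imaged fields per well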
# b-catenin transl cell count 5 µM = second read-out of b-catenin transl, no call of its own (marks repeat the call); cell count; measured here: cell count, cytotoxicity flag
# T cell modulator vesicle-bound % = second read-out of T cell modulator, no call of its own (marks repeat the call); double positive events, %; measured here: CD8+ vesicle-bound cell fraction;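 binding gate set so that unloaded-vesicle control wells show 10% double positive cells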
# MT stabilize HCS Hoechst-high % = second read-out of MT stabilize HCS, no call of its own (marks repeat the call); % Hoechst-high responders; measured here: nuclear condensation Hoechst responders;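 share of cells brighter than vehicle mean plus two SD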
# MT stabilize HCS cytotoxicity % = recorded beside MT stabilize HCS, whose call it bears; toxicity, %; measured here: cytotoxicity by cell density;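 0% = mean cell density of plate MIN control wells and 100% = no cells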
# Autophagy mod cell loss 18 h = further read-out of Autophagy mod, marked with its call; toxicity, %; measured here: cell loss, nuclei count;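 cell loss after 18 h compound exposure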
# Starred values were filed as active, the others as inactive; i = inactive; nt = no result given.
No.	Molecule	T cell modulator	T cell modulator vesicle-bound %	Lipid droplet	Lipid droplet cells 6.5 µM	MT stabilize HCS	MT stabilize HCS Hoechst-high %	MT stabilize HCS cytotoxicity %	Autophagy mod	Autophagy mod cell loss 18 h	b-catenin transl	b-catenin transl cell count 5 µM	Dynein cargo inh	Dynein cargo inh cytoplasmic EGFP	Dynein cargo inh nuclear GR-EGFP	Dynein cargo inh cell count	ER stress rescue	PhoP inhibition	Ins promoter up	Ins promoter up cell count
1	COc1ccc(/C=N/NC(=O)c2ccc(N(C)S(=O)(=O)c3ccccc3)cc2)cc1OC	i	21	-8	663	3.0	4.1	2.2	i	4	1.3	1064	-0.26	-0.083	0.1	0.39	2.6%	-8%	0.11	1384
2	COCCNC(=O)/C(C#N)=C/C(C)=C/c1ccccc1	i	32	29	754	1.5	3.7	4.3	i	7	nt	nt	-0.86	-0.18	-0.75	0.21	-1.7%	-8%	0.17	1364
3	O=C(Nc1ccccc1N1CCCCC1)c1ccc(-c2ccc(Cl)cc2)o1	i	20	-56	599	29*	38*	42*	i	32	64*	233*	-0.56	-0.19	-0.11	0.12	-1.2%	5%	0.01	821
4	COc1ccc(OC)c(S(=O)(=O)Nc2ccc(C(N)=O)cc2)c1	i	27	4	765	3.8	1.9	7.6	i	3	nt	nt	0.34	-0.14	-0.17	-1.3	-1.6%	-2%	nt	nt
5	Cn1c(-c2ccccc2)cnc1N	i	57	nt	nt	2.3	1.7	1.8	i	-2	0.1	1444	-0.75	-0.027	-0.11	-0.15	-0.2%	-1%	-0.19	1393
6	COc1ccc(CNC(=O)CCC(=O)Nc2nnc(CC(C)C)s2)cc1	i	37	14	707	nt	nt	nt	nt	nt	0.7	1243	-0.96	-0.24	-0.41	0.78	nt	-5%	-0.04	1244
7	CN(c1ccccc1)S(=O)(=O)c1ccc(Cl)c(C(=O)OCC(=O)N2CCOCC2)c1	i	61	-2	619	7.2	0.9	7.6	i	2	-1.3	1086	-1.3	-0.32	-0.52	2.1	-1.5%	4%	0.22	1669
8	O=C(/C=C/c1ccc(Cl)cc1)NCCSc1ccccc1	i	34	nt	nt	1.4	1.4	7.0	i	1	-1.5	1452	-0.76	-0.21	-0.46	0.6	1.2%	6%	-0.19	1556
9	CN(/C=C1/C(=O)CNC1=O)CCO	i	53	-11	700	2.9	2.3	10	i	1	-0.5	1030	0.84	-0.33	-0.22	-1.3	1.6%	-9%	1.1	1297
10	COc1ccc(C(=O)O)cc1S(=O)(=O)NCCc1ccccn1	i	40	21	692	nt	nt	nt	nt	nt	-0.8	1306	2.3	-0.42	1.4	-2.1	nt	-15%	1.2	871
11	CCn1c(SCC(=O)Nc2cccc(C)n2)nnc1-c1ccco1	i	37	nt	nt	1.5	0.7	2.1	i	14	-8.3	1026	-1.2	1	-0.37	0.44	1.5%	-4%	0.51	1383
12	COCCCN1C(=O)/C(=C/c2ccc(CNS(=O)(=O)c3ccccc3)o2)C(C(=O)OC)=C1C	i	47	22	659	4.6	2.0	20	i	3	4.7	1025	-0.9	-0.28	0.13	0.72	1.5%	2%	-0.65	1608
13	CC(C)OP(=O)(OC(C)C)C(Nc1ccccc1)c1ccccc1C(F)(F)F (stereo unspecified)	i	49	-8	614	1.7	1.7	12	i	12	-1.4	951	1.5	-0.037	1.9	-3.6	2.8%	7%	-0.42	1355
14	Oc1cccc(Nc2nc(O)c(/C=C3\C=Nc4ccccc43)s2)c1	i	54	17	752	nt	nt	nt	nt	nt	2.3	1348	0.85	-0.051	0.64	-0.15	nt	-7%	0.44	1107
15	Clc1cccc(Cl)c1Cn1cnc2c(N3CCCCCC3)ncnc21	i	52	-4	740	2.3	1.8	2.7	i	-11	nt	nt	0.28	-0.082	0.33	-0.086	-0.8%	-3%	-0.05	1301
16	Cc1ccccc1N1CC(=O)N(c2ccccc2C)CC1=O	i	26	4	758	4.2	2.5	5.3	i	-39	-1.0	1126	-1.5	-0.11	-0.97	0.92	-1.4%	8%	-0.72	841
17	CNS(=O)(=O)c1ccc(NC(=O)C2CC(=O)N(c3ccc(Cl)cc3)C2)cc1 (stereo unspecified)	i	38	-14	683	8.5	2.6	8.4	i	-13	1.7	1098	-0.21	-0.23	-0.086	0.65	-0.2%	-5%	-0.56	1319
18	O=C(O)CCc1ccc(-c2ccccc2)n1CC(=O)O	i	10	-6	618	4.0	2.7	9.6	i	-11	nt	nt	-0.25	-0.27	-0.11	0.38	nt	-2%	0.14	1203
19	CC1CCCCN1CCNC(=O)C1CCN(S(=O)(=O)c2cccc3cccnc23)CC1 (stereo unspecified)	i	54	-2	711	4.3	2.5	2.7	nt	nt	-1.8	1136	-0.9	-0.25	-0.47	0.46	nt	-4%	-1.1	963
20	[O-][N+]12CCN(CC1)c1ccccc12	i	23	nt	nt	1.2	1.7	15	i	5	0.0	781	0.28	-0.21	0.15	-0.24	0.5%	2%	nt	nt
21	COc1ccc(NC2CS(=O)(=O)CC2NCc2ccccc2)cc1 (stereo unspecified)	i	32	4	725	3.3	3.1	3.3	i	-6	-0.8	1189	-0.07	-0.26	-0.09	0.83	8.1%	3%	0.46	1149
22	Cc1ccc(OCc2ccc(Br)cc2)c([N+](=O)[O-])n1	i	32	4	654	3.8	1.5	5.6	i	24	4.9	758	0.018	-0.26	0.0044	0.47	0.9%	2%	nt	nt
23	O=C(Cc1c[nH]c2ccccc12)NCc1ccc2c(c1)OCO2	i	34	nt	nt	5.9	3.3	6.9	i	-18	2.9	1115	0.79	-0.23	0.86	-1.1	-0.2%	-2%	0.71	1329
24	Cc1cc(NC(=O)c2ccc(Cl)cc2)c(C)cc1O	i	35	nt	nt	3.1	1.9	11	i	4	0.3	1546	0.067	1	0.52	-0.47	-2.1%	-5%	-0.92	1521
25	NC(=O)c1c(NC(=O)C2c3ccccc3Oc3ccccc32)sc2c1CCCCC2	i	39	-23	656	2.6	2.8	3.9	i	-2	0.2	949	-0.72	0.18	-0.2	0.74	-3.4%	27%	0.55	1361
26	O=C(CN1CCN(Cc2ccccc2)CC1)N/N=C/C=C/c1ccco1	i	46	-20	553	2.2	1.7	4.3	i	-3	-0.5	929	-0.24	-0.22	-0.33	0.13	1.9%	-6%	0.34	1331
27	COc1ccc(S(=O)(=O)Nc2ccc(C(F)(F)F)cc2)cc1OC	i	12	-14	719	3.6	1.5	7.3	i	1	nt	nt	-0.74	-0.28	-0.4	1	0.6%	-2%	nt	nt
28	Cc1ccc(CC(=O)Nc2nc3ccccc3[nH]2)cc1C	i	30	nt	nt	2.2	1.7	7.7	i	0	-1.0	1439	1.3	-0.23	-0.58	0.19	-2.0%	7%	-0.89	1297
29	Cc1cccc(C(=O)NCCNc2nc3cc(C)c(C)cc3cc2C)c1	i	47	-7	668	2.6	1.4	8.1	i	-5	-0.1	1449	-0.29	-0.37	-0.34	0.06	-2.0%	3%	-0.32	1402
30	O=C1CCN(CCc2ccccc2)CCN1CCSc1ccc(Br)cc1	nt	nt	nt	nt	nt	nt	nt	nt	nt	1.0	1137	-0.21	-0.67	-0.13	0.059	nt	0%	0.91	745
31	C=C(C)C(=O)Nc1cccc(C2=NOC3(C2)C[C@@H](C(N)=O)N(C(=O)c2cc([N+](=O)[O-])cc([N+](=O)[O-])c2)C3)c1 (stereo partly specified)	i	6	3	660	nt	nt	nt	nt	nt	-1.9	1314	-0.74	-0.77	-0.19	0.13	nt	-7%	-0.03	973
32	Cc1nn(C)c(Oc2cccc(Cl)c2)c1C(=O)O	i	34	16	597	1.2	2.6	7.5	i	0	-1.6	1009	-0.24	-0.23	-0.41	0.29	-1.6%	-2%	0.51	1804
33	Cc1occc1-c1nnc(SCC(=O)Nc2ccccn2)o1	i	60	2	737	3.9	1.5	3.5	i	11	0.2	1121	-0.26	-0.29	-0.044	0.63	-3.4%	7%	nt	nt
34	O=C(O)Cc1ccc(NC(=S)NCc2ccco2)cc1	i	43	4	726	2.4	1.9	3.1	i	-2	-3.4	529	0.24	-0.13	0.27	0.29	6.5%	-14%	0.28	1314

# Two compounds picked at random from those above, as already listed:
No.	Molecule	T cell modulator	T cell modulator vesicle-bound %	Lipid droplet	Lipid droplet cells 6.5 µM	MT stabilize HCS	MT stabilize HCS Hoechst-high %	MT stabilize HCS cytotoxicity %	Autophagy mod	Autophagy mod cell loss 18 h	b-catenin transl	b-catenin transl cell count 5 µM	Dynein cargo inh	Dynein cargo inh cytoplasmic EGFP	Dynein cargo inh nuclear GR-EGFP	Dynein cargo inh cell count	ER stress rescue	PhoP inhibition	Ins promoter up	Ins promoter up cell count
29	Cc1cccc(C(=O)NCCNc2nc3cc(C)c(C)cc3cc2C)c1	i	47	-7	668	2.6	1.4	8.1	i	-5	-0.1	1449	-0.29	-0.37	-0.34	0.06	-2.0%	3%	-0.32	1402
34	O=C(O)Cc1ccc(NC(=S)NCc2ccco2)cc1	i	43	4	726	2.4	1.9	3.1	i	-2	-3.4	529	0.24	-0.13	0.27	0.29	6.5%	-14%	0.28	1314
